PGE2 EP2 inh: human EP2 receptor antagonists, primary screen, TR-FRET cAMP, C6 glioma cells; Prostaglandin E2 receptor EP2 subtype (Homo sapiens), P43116; C6 glioma cells expressing human EP2; cells stimulated with saturating PGE2; inhibition, % at 25 µM; actives 0.52% (n = 260,000); AID 1422, 2008;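 active = percent inhibition above 40 after rounding to a whole number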;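 note: rat C6 glioma host cells with rolipram phosphodiesterase inhibitor present; the protocol text gives 20 µM as final concentration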
Target sequence (P43116 whole entry, looked up): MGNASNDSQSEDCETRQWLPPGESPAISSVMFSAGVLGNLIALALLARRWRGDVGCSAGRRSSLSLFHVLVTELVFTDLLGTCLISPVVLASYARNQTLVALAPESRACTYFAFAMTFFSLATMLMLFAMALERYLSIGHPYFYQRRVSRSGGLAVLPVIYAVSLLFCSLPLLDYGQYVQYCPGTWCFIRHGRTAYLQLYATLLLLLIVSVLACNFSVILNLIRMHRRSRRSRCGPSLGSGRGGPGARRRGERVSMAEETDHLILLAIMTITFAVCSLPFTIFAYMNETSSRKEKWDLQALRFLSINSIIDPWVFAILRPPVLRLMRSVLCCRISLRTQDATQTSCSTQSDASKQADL
EP2 mod: EP2 receptor modulators, cAMP readout, primary screen, cell-based, HTRF cAMP, PGE2 stimulation; AID 940, 2007; actives 0.83% (n = 260,000); EP2-expressing cells, cAMP HTRF FRET, PGE2 co-stimulation; induction, % at 25 µM; Prostaglandin E2 receptor EP2 subtype (Homo sapiens), P43116;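 active = compounds whose cAMP rise, as percent of the full-agonist control response, exceeds 60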;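 note: rat C6 glioma line stably carrying human EP2 under a CMV promoter; the protocol text gives 20 µM as final concentration; 100% = response of wells given 1 µM PGE2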
Numbers without * were called inactive; & = joins results of further samples. An excerpt, so the mix of outcomes need not match the whole.

Each structure is followed by: PGE2 EP2 inh, EP2 mod
COC(=O)c1ccc(C2C(C(=O)Nc3ccccc3OC)=C(C)Nc3ncnn32)cc1 (stereo unspecified)
  8, 8
COc1cccc(/C(O)=C2/C(=O)C(=O)NC2c2cc(OC)ccc2OC)c1 (stereo unspecified)
  8, 3
COCCNC(=O)Cn1cc(/C=C2\C(=O)NC(=O)N(c3cccc(OC)c3)C2=O)c2ccccc21
  14, 16
Cc1[nH]c(=O)[nH]c(=O)c1NC(=O)CSc1nnc2n(Cc3ccc(F)cc3)c3ccccc3n12
  8, -9
NCCNC(=O)c1c(O)c2c([nH]c1=O)CCCC2
  11, -12
Cn1c(SCC(=O)NC2CCCCC2)nnc1-c1ccc(Br)cc1
  9, 18
Cc1cc(C)c2ccc(SCC(=O)NCc3ccccc3)nc2n1
  7, -6
CCCn1c(=N)c(C(=O)NCCCOC)cc2c(=O)n3cc(C)ccc3nc21
  5, 1
Fc1cccc(Nc2nc(N3CCOCC3)nc(N3CCOCC3)n2)c1
  8, 43
Cc1nc(C(=O)N2CCC3(CC2)NC(=O)c2ccccc2N3)cc2c1[nH]c1ccccc12
  3, -46
C[C@@H](Cn1nnc2ccccc21)NC(=O)CCn1c(=O)oc2ccccc21
  11, -10
COc1cccc(C2C3=C(CC(C)(C)CC3=O)Nc3ncnn32)c1 (stereo unspecified)
  9, 10
CCN(CC)C[C@@H](O)c1ccc2ccc3ccccc3c2c1
  18, -42
CCOc1nc(Nc2ccc(C3Nc4ccccc4O3)cc2)nc(OCC)n1 (stereo unspecified)
  15, -32
COc1cc2c(cc1NC(=O)c1cccc(OC)c1OC)oc1ccccc12
  7, 10
Cc1ccc(CN(CCCn2ccnc2)Cc2cc(F)cc(F)c2)o1
  4, 25
COC(=O)c1cccc(NC(=O)CSc2nnnn2-c2ccc(OC)cc2OC)c1
  12, -72
Cc1cccc(-n2c(-c3ccco3)nn(CC(N)=O)c2=O)n1
  3, -17
Cc1cc2cc(CN(Cc3ccco3)C(=S)Nc3ccccc3)c(=O)[nH]c2cc1Cl
  5, 3
N#Cc1ccc(-c2ccc3c(c2)OCO3)nc1SCC(=O)Nc1cc(F)ccc1F
  12, 16
CC(=O)c1csc(NC(=O)c2cc3ccccc3c(=O)s2)n1
  5, -49
COc1cc(SC)ccc1C(=O)Nc1ccc(S(=O)(=O)NCC2CCCO2)cc1 (stereo unspecified)
  12, -66
CCCn1cnc2sc3c(c2c1=O)CCCC3
  26, -18
Cc1[nH]c2ccccc2c1-c1cc(-c2cc(-c3c(C)[nH]c4ccccc34)on2)no1
  47*, -23
CCc1nc2ccc(NC(=O)COc3ncnc4ccccc34)cc2[nH]1
  1, -10
COc1ccc(C2CC3(CC(C)(C)NC(=O)N3)Oc3c2ccc(O)c3C)cc1 (stereo unspecified)
  5, 2
CCn1cc(CNC(=O)CSc2nc(-c3ccc(OC)c(OC)c3)cc(C(F)(F)F)n2)cn1
  19, -40
O=C(CN1CCC(c2ccccc2F)CC1)Nc1nccs1
  2, -48
COc1cc(C2C3=C(CCCC3=O)NC3=C2C(=O)CCC3)ccc1OCc1ccc(C)cc1
  11, 1
CCc1[nH]n2c(=O)c(Cl)c(C)nc2c1-c1ccccc1
  4, -24
COc1ccc(C(=O)Nc2sc(C(=O)N3CCCC3)c(C)c2C#N)cc1OC
  20, 4
COc1ccc(/C=C/C(=O)NCC2CCCO2)cc1 (stereo unspecified)
  13, -60
CCOc1ccc(S(=O)(=O)NC(=O)N(CC)Cc2cc3ccccc3o2)cc1
  15, -2
O=[N+]([O-])c1ccc2c(N=Nc3ccc4ccccc4c3O)c(O)cc(S(=O)(=O)O)c2c1
  51*, -39
COc1ccc(-c2nc(N)c3ncn([C@H]4O[C@H](CO)[C@@H](O)[C@@H]4O)c3n2)cc1
  52*, 11
Cc1onc(-c2ccccc2Cl)c1C(=O)NC(CCC(N)=O)C(=O)O (stereo unspecified)
  15, -22
O=C1c2ccccc2-c2ccc(N(Cc3ccc(Br)cc3)Cc3ccc(Br)cc3)cc21
  47*, 18
C#CCOc1ccc(/C=C2\C(=O)NC(=O)N(c3ccc(OC)cc3)C2=O)cc1OCC
  17, -103
CC1(C)CC(N(Cc2ccccn2)Cc2cccc3ncccc23)CC(C)(C)N1
  7, -25
Cc1ccc(-c2csc(Nc3ccccn3)n2)cc1
  7, -69
CC(=O)c1c(C)oc2ccc(NS(=O)(=O)c3ccc(C(=O)O)cc3)cc12
  7, -28
N#Cc1ccc(NC(=O)c2nc3ncccn3n2)cc1
  5, -2
NCCNC1CS(=O)(=O)CC1O (stereo unspecified)
  5, -2
CC(C)(C)NC(=O)CN(C(=O)c1snc(C(N)=O)c1N)c1cccc(C(F)(F)F)c1
  12, -6
COc1ccc(-c2cc(C(=O)O)no2)cc1OC
  8, 16
O=C1CCS(=O)(=O)CC1
  7, -11
COc1cccc2cc(C(=O)Nc3ccccc3C(N)=O)c(=O)oc12
  8, -10
Cc1cc(C)cc(OCC(=O)N2N=C(c3ccncc3)CC2(O)C(F)(F)F)c1 (stereo unspecified)
  28, -110
O=C(CSc1n[nH]c(-c2ccc(Cl)cc2)n1)Nc1cccc2ccccc12
  17, -92
CCC(C)NC(=O)C1CCCN(S(=O)(=O)c2ccc(OC)cc2)C1 (stereo unspecified)
  9, -17
CNc1nc2c(c(=O)n(C)c(=O)n2C)n1CCCc1ccccc1
  16, -7
Nc1c(C(=O)c2ccc3c(c2)OCO3)sc2nc(-c3cccnc3)cc(C(F)(F)F)c12
  13, 29
CCn1cncc1CN(Cc1ccccc1)C1CC(C)(C)NC(C)(C)C1
  3, -10
CC1CCCC(C)N1C(=O)CCC(=O)O (stereo unspecified)
  5, -1
N[C@@H](Cc1ccnnc1)C(=O)O
  10, 19
O=C(NCCn1nc(-c2cccs2)ccc1=O)c1ccccc1F
  6, -23
Cc1cc(Cl)ccc1NC(=O)c1ccco1
  18, -36
CC1CCN(C(=O)CSc2nnc3c4ccccc4nc(C(C)(C)C)n23)CC1
  6, -27
COCCSc1nnc(NC(=O)c2ccccc2C)s1
  9, -15
CCOc1ccc(C2NC(=O)NC(C)=C2C(=O)Nc2cc(OC)c(Cl)cc2OC)cc1 (stereo unspecified)
  8, 8

Some of the entries so far, as labelled records:
> Cn1c(SCC(=O)NC2CCCCC2)nnc1-c1ccc(Br)cc1
  PGE2 EP2 inh: 9
  EP2 mod: 18
> Cc1cc(C)c2ccc(SCC(=O)NCc3ccccc3)nc2n1
  PGE2 EP2 inh: 7
  EP2 mod: -6
> CCCn1c(=N)c(C(=O)NCCCOC)cc2c(=O)n3cc(C)ccc3nc21
  PGE2 EP2 inh: 5
  EP2 mod: 1
> Fc1cccc(Nc2nc(N3CCOCC3)nc(N3CCOCC3)n2)c1
  PGE2 EP2 inh: 8
  EP2 mod: 43

(cont.)
Each structure is followed by: PGE2 EP2 inh, EP2 mod
Cc1cccn2c(=O)c3cc(C(=O)NC4CCCCC4)c(=N)n(Cc4ccncc4)c3nc12
  7, -21
CC1CCCN(C(c2cc3cc4c(cc3[nH]c2=O)OCO4)c2nnnn2Cc2ccccc2)C1 (stereo unspecified)
  12, -12
COc1ccccc1NC(=O)N(CCc1cccc(C)c1)Cc1cc2cccc(C)c2[nH]c1=O
  11, 29
COCCN(Cc1cc2cc3c(cc2[nH]c1=O)OCO3)C(=O)c1ccccc1Cl
  10, 9
COc1ccccc1NC(=O)CSc1nnnn1-c1ccc(F)cc1
  10, -67
O=C(CSc1nnc2c3c4c(sc3nc(C3CC3)n12)CCCC4)N1CCOCC1
  13, 25
COc1ccc(NC(=O)N2CCCC(C(=O)NCC3CCCCC3)C2)cc1 (stereo unspecified)
  8, -6
CCC(C)(C)n1nnnc1C(C(C)C)N1CCN(Cc2ccccc2)CC1 (stereo unspecified)
  12, -9
C=CCOC(=O)C1=C(C)NC(=O)NC1c1cc(OC)c(Br)cc1OC (stereo unspecified)
  10, -8
O=C1CCCN1c1cccc(C(F)(F)F)c1
  10, -22
O=C(Nc1nc2ccccc2s1)c1c(O)c2ccccc2[nH]c1=O
  11, -18
CCn1c(COc2ccccc2C)nnc1SC
  15, -7
CC1CCN(C(=O)CSc2nnc(-c3ccncc3)n2-c2ccc(F)cc2)CC1
  12, -23
Cc1ccc(NC(=S)N(Cc2ccco2)Cc2cc3cccc(C)c3[nH]c2=O)c(C)c1
  4, 31
CCOc1ccc(NC(=O)N2CCCC2C(=O)Nc2ccc(NC(C)=O)cc2)cc1 (stereo unspecified)
  15, -26
COc1ccc(C)cc1N(CC(=O)N1CCN(Cc2ccc3c(c2)OCO3)CC1)S(C)(=O)=O
  7, -20
NC(=O)NCCS[C@H]1CCCC[C@@H]1O
  10, 24
O=C(O)CCCSc1ccccc1
  7, 27
COCC(=O)NC1CCN(CC(=O)Nc2ccc(C)cc2Br)CC1
  10, -36
COC(=O)COc1ccc(S(=O)(=O)N2CCN(Cc3ccc4c(c3)OCO4)CC2)cc1
  9, -68
COc1ccc(OCC(O)CN2CCNCC2)cc1 (stereo unspecified)
  10, -35
CCOc1ccc(OCCn2c(=S)[nH]c3ccccc32)cc1
  15, 32
C#CCOc1ccc(OC)cc1C(c1c(C)[nH][nH]c1=O)c1c(C)[nH][nH]c1=O
  10, 3
CCC(CN1CCOCC1)NC(=O)Cc1c(C)nc(-c2ccccc2)nc1OC (stereo unspecified)
  0, -22
O=c1[nH]c2cc3c(cc2cc1CN(Cc1ccco1)Cc1nnnn1CCc1ccccc1)OCO3
  11, 17
Cc1cccc(C)c1NC(=O)CSc1nnc(-c2ccncc2)n1C
  9, 12
C[C@@](N)(Cc1c[nH]c2ccccc12)C(=O)O
  11, -24
Cn1c(=O)[nH]c(=O)c2c1nc(Br)n2CCOCCCl
  9, -147
COc1ccc(Cl)cc1Nc1nc(NCc2ccco2)nc(N2CCOCC2)n1
  14, -5
NCCCc1ccc2oc3ccccc3c2c1
  19, -49

An excerpt from above in order of length of the SMILES, smallest number first.
Each structure is followed by: PGE2 EP2 inh, EP2 mod
Cn1c(=O)[nH]c(=O)c2c1nc(Br)n2CCOCCCl
  9, -147
COCC(=O)NC1CCN(CC(=O)Nc2ccc(C)cc2Br)CC1
  10, -36
CC1CCN(C(=O)CSc2nnc(-c3ccncc3)n2-c2ccc(F)cc2)CC1
  12, -23

Continued:
Each structure is followed by: PGE2 EP2 inh, EP2 mod
Cc1nc2c(c(=O)[nH]1)CCN(C(=O)c1cc3n(n1)C(C(F)(F)F)CC(C1(C)CC1)N3)C2 (stereo unspecified)
  7, -9
CCC(=O)[C@@H](c1ccccc1)c1ccccn1
  12, 33
Cc1nc2sc3c(c2c2nnc(SCC(=O)Nc4ccc5c(c4)OCO5)n12)CCCC3
  10, -1
COc1ccc(C2(NC(=O)CCn3nc(C)c(C)c3C)CCCC2)cc1
  8, -5
C[C@@H](Cn1nnc2ccccc21)NC(=O)CCn1cnc2ccccc21
  8, -8
O=C(CSc1nc(-c2cccs2)cc(C(F)(F)F)n1)Nc1ccc(Br)cc1F
  11, -70
Cc1ccc(C(=O)N2CCCC(c3nc(-c4ccc(C)o4)no3)C2)cc1 (stereo unspecified)
  6, -66
CC1=C(/C=C/C(C)=C/C=C/C(C)=C/C=C/C=C(C)/C=C/C=C(C)/C=C/C(=O)[C@]2(C)C[C@@H](O)CC2(C)C)C(C)(C)C[C@H](O)C1
  17, 27
Fc1ccc(C(c2nnnn2CC2CCCO2)N2CCc3ccccc32)cc1 (stereo unspecified)
  2, 9
CSc1nnc(C2CC(O)CN2)n1C (stereo unspecified)
  7, 15
Cc1ccc2c(c1)C(=O)CC1(CCN(C(=O)N3CCOCC3)CC1)O2
  7, -15
COc1cc(C)c(Cl)cc1S(=O)(=O)n1c([N+](=O)[O-])cnc1C
  5, 0
COc1ccc(Cl)cc1NC(=O)CSc1nc(C(C)(C)C)nc2ccccc12
  7, 27
c1ccc2c(c1)CN1CCCC1=N2
  13&15, -16&15
O=C(CN1CCC(Nc2nc3c(c(=O)[nH]2)CCC3)CC1)Nc1ccccc1C(F)(F)F
  9, -6
CC[C@@H](Cn1nc(-c2cccs2)oc1=O)NC(=O)Cn1ncc2ccccc2c1=O
  8, 14
O=C(O)CCC(=O)Nc1ccc(CN2CCCC2)cc1
  6, -4
CCOC(=O)Cn1c(C)c(CN2CCn3c(CO)nnc3C2)c2ccccc21
  2, 36
O=C(O)CCSc1nnc(-c2cccc(Cl)c2)o1
  13, -12
CC(C)(C)NS(=O)(=O)c1ccc(N2CCCC2=O)cc1
  8, -6
CC1CCN(c2nc3c(c(=O)[nH]2)CCN(Cc2c(F)cccc2F)C3)CC1
  6, -82
O=C(CCCSc1nc(-c2ccco2)cc(C(F)(F)F)n1)NC1CCCCC1
  7, -83
Cc1ccc(SCC(=O)Nc2ccc3c(c2)OCO3)cc1
  19, -57

Molecules shown so far that contain a cyano group, in the order listed:
Each structure is followed by: PGE2 EP2 inh, EP2 mod
N#Cc1ccc(-c2ccc3c(c2)OCO3)nc1SCC(=O)Nc1cc(F)ccc1F
  12, 16
COc1ccc(C(=O)Nc2sc(C(=O)N3CCCC3)c(C)c2C#N)cc1OC
  20, 4
N#Cc1ccc(NC(=O)c2nc3ncccn3n2)cc1
  5, -2

Screening results (PubChem)
